# PRMT1 inh: blocks human protein arginine methyltransferase 1; Q99873; recombinant PRMT1, activity-based probe fluorescence polarization; inhibition, % at 2.79 µM; 370,000 compounds, 1.3% hits;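 active = inhibition above about 21% made by adding two undisclosed values, limit read from the data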
# mABHD4 FP: inhibits mouse alpha/beta hydrolase domain 4 | Q8VD66 | purified mABHD4, FP-Rh probe fluorescence polarization | 370,000 compounds, 0.54% hits | inhibition, % at 8.92 µM | AID 720543;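 active = inhibition exceeding the mean over every tested compound plus 3 SD, cut at about 30% in these data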;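 also: 0% = plate median of compound wells and 100% = S159A mutant with DMSO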
# Target sequence (Q8VD66 whole entry, looked up, the tested form may be a part): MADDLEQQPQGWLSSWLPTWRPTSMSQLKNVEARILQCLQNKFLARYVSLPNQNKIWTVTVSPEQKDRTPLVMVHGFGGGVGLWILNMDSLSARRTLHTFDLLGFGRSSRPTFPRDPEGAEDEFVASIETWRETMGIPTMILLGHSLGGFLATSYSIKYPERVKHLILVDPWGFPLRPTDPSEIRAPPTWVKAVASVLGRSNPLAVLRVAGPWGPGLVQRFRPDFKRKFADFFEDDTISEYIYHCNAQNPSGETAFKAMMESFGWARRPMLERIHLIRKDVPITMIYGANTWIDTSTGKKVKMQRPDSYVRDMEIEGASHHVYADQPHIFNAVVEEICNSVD
#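 Doses – 8.92 µM, single dose · Material – wild-type mouse ABHD4 protein · Replication – single well per compound (singlicate) · Measure – percent inhibition of probe binding, normalized to plate controls · Schedule – 45 min compound pre-incubation plus 60 min probe step, 25 °C · Detection – fluorescence polarization with parallel and perpendicular emission, 525/598 nm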
# TDP2 absorb: blocks human TDP2 phosphodiesterase activity. O95551. recombinant TDP2, T5PNP hydrolysis, p-nitrophenol absorbance 415 nm. inhibition, % at 12.8 µM. 370,000 compounds, 0.34% hits;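 active = inhibition above the mean of all tested compounds plus 3 SD, set per campaign, cut at about 25% in these data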;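 also: 0% = DMSO with enzyme and 100% = buffer with substrate but no TDP2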
# Target sequence (O95551 whole entry, looked up): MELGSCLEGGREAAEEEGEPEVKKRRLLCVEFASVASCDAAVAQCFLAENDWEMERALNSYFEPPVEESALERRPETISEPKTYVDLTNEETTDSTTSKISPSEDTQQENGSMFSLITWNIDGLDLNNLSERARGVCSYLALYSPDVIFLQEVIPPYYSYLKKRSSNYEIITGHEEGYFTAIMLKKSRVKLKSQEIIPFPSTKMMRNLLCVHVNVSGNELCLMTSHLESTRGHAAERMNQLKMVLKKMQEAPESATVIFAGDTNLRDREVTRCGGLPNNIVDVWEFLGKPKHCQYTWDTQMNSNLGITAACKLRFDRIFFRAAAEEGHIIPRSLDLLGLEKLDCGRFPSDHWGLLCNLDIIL
#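 Read-out basis: percent inhibition. System: recombinant human TDP2. Buffer or medium: Mg2+-containing Tris-HCl buffer, pH 7.5. Repeats: single replicate. Timing: reaction 2 h, 37 °C. Benchmarks: high control without enzyme, low control DMSO plus TDP2. Probe or stimulus: 5 mM T5PNP. Doses: 12.8 µM only. Measured by: epi absorbance of p-nitrophenol freed from T5PNP by hydrolysis.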
# TCR-CD3 inh: blocks the human TCR-CD3 interaction. TAMRA-labeled TCR probe fluorescence, biochemical. inhibition, % at 9.4 µM. 360,000 compounds, 0.37% hits; in the data active = inhibition above about 19%;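 also: recombinant mutant TCR 2C K166C tagged with TAMRA read by polarization; 0% = receptor in buffer alone and 100% = receptor with positive control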
# HTRA1 inh: blocks human HTRA1 serine peptidase | Q92743 | inhibition, % at 5.96 µM | 340,000 compounds, 0.5% hits | recombinant HTRA1, FP-rhodamine activity-based probe, fluorescence polarization; in the data active = inhibition above about 36%;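 also: 0% = enzyme with DMSO and 100% = wells lacking enzyme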
# LEDGF integ inh: blocks HIV-1 LEDGF/p75-dependent DNA integration; TR-FRET IN-LEDGF/p75 DNA integration, Eu/Cy5; inhibition, % at 3.7 µM; 370,000 compounds, 0.64% hits; AID 743269;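 active = inhibition above the screen-wide mean plus 3 SD, cut at about 13% in these data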;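 also: signal is the Cy5 over europium emission ratio at 671 and 618 nm; 0% = plate median of compound wells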
# rCAG binder: r(CAG) repeat RNA binding. TO-PRO-1 dye displacement fluorescence. AID 651821. 370,000 compounds, 1.3% hits. inhibition, % at 3 µM;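 active = inhibition above the plate cutoff, the mean of all test compounds on that plate plus 3 SD, cut at about 35% in these data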;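 also: 0% = DMSO alone and 100% = 100 µM mitoxantrone as full dye displacement; higher means more dye released from RNA so lower well fluorescence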
# MBD2 DNA inh: inhibitors of human MBD2 binding to methylated oligonucleotide | Q9UBB5 | TR-FRET | inhibition, % at 4.4 µM | 370,000 compounds, 0.31% hits | AID 686964; in the data active = inhibition above about 13%
# Target sequence (Q9UBB5 whole entry, looked up): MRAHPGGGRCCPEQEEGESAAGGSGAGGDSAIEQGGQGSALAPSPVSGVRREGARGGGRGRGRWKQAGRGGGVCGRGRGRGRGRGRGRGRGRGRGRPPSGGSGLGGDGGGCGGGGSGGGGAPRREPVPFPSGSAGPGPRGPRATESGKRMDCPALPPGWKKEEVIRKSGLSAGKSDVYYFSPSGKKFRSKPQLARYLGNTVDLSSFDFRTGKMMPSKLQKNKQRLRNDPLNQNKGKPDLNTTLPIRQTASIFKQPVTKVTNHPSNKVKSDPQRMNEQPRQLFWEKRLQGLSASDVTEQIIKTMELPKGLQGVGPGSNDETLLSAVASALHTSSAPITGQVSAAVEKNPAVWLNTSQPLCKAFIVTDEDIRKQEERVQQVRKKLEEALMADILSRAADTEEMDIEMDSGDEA
# NPR2 activator: GC-B (human) receptor activation; P20594; HEK293-GC-B cells, CNP EC30, cGMP TR-FRET; 0% at EC30 CNP, 100% saturating CNP; activation, % at 10 µM; 370,000 compounds, 0.11% hits; AID 1920062;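 active = activation at 10 µM reaching about 35% in either raw or pattern-adjusted values, limit read from the data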
# SIAE inh: blocks human sialic acid acetylesterase; 370,000 compounds, 0.69% hits; Q9HAT2; AID 1053197; inhibition, % at 9.66 µM; SIAE FP-Rh probe binding, fluorescence polarization;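 active = inhibition above a cutoff: mean of compounds within the control limits plus 3 SD of those, cut at about 17% in these data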;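 also: 0% = plate median of compound wells and 100% = probe without SIAE protein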
# * = called active by the depositor; x = not tested or not shown. An excerpt; rates above refer to the full screens.
[1] COc1ccc(/C(N)=N/OC(=O)/C=C/c2ccccc2)cc1
[2] Cc1cc(NC(=S)Nc2ccc(C)c(Cl)c2)n[nH]1
[3] Cc1cc(C)c(NC(=O)CNC(=O)COC(=O)CNC(=O)c2ccc(Cl)cc2Cl)c(C)c1
[4] CC(C)(C)CC(=O)NCc1ccc(F)cc1
[5] C=CCn1c(COc2ccccc2)nnc1SCC(=O)c1ccc(-c2ccccc2)cc1
[6] O=C1C(Cl)=C(Nc2ccc3cn[nH]c3c2)C(=O)c2ccccc21
[7] CCC(=O)Oc1ccc(C(=O)Nc2ccc([N+](=O)[O-])cc2)cc1
[8] O=C1N[C@@H](Cc2ccccc2)C(=O)N2[C@H]1C[C@]1([C@]34C[C@H]5C(=O)N[C@@H](Cc6ccccc6)C(=O)N5[C@H]3N(S(=O)(=O)c3ccccc3)c3ccccc34)c3ccccc3N(S(=O)(=O)c3ccccc3)[C@H]21
entry no.	1	2	3	4	5	6	7	8
PRMT1 inh	0	24*	4	0	4	43*	2	-1
mABHD4 FP	-12	-18	0	1	0	46*	-1	-13
TDP2 absorb	-4	-13	18	-7	-2	4	7	0
TCR-CD3 inh	5	-3	1	3	x	-2	6	4
HTRA1 inh	-4	-6	8	6	x	47*	19	-11
LEDGF integ inh	-4	11	1	-2	-2	8	-3	3
rCAG binder	-1	0	-7	2	12	12	1	21
MBD2 DNA inh	8	1	-5	1	0	-13	-5	0
NPR2 activator	0	1	3	5	-13	-19	3	1
SIAE inh	-9	-4	2	2	-3	18*	-3	-26

[9] CC(C)C(Cl)=NOC(=O)Nc1ccc(S(N)(=O)=O)cc1
[10] COc1ccc(NS(=O)(=O)c2cc(NC(=O)c3cccnc3Cl)ccc2N2CCCC2)cc1
[11] O=C(N1CCCCC1)N1CCN(C(c2ccccc2)c2ccccc2)CC1
[12] COc1ccc(C2N(C(=O)CN3CCOCC3)CCN2S(=O)(=O)c2ccccc2)cc1 (stereo unspecified)
[13] CCn1c(Cc2ccc(OC)cc2)nnc1SCC(=O)NC1CCCCC1
[14] COc1ccccc1N1CCN(C(=O)CSc2nc3ccccc3nc2N2CCCCC2)CC1
[15] O=C1N/C(=N/O)S/C1=C/c1cccc([N+](=O)[O-])c1
[16] O=C(O)c1cccc(S(=O)(=O)NCCc2ccccc2)c1
entry no.	9	10	11	12	13	14	15	16
PRMT1 inh	12	-1	-3	4	-1	0	4	2
mABHD4 FP	-1	0	0	2	2	0	0	-1
TDP2 absorb	-9	-13	-1	6	3	3	-1	-8
TCR-CD3 inh	5	4	6	-2	0	1	6	4
HTRA1 inh	4	-9	-8	-4	0	-31	4	-4
LEDGF integ inh	3	7	1	0	-1	-2	0	-5
rCAG binder	2	11	-3	0	-7	8	0	-1
MBD2 DNA inh	-3	-9	-8	3	-4	0	-5	-3
NPR2 activator	6	-1	2	1	4	1	-5	5
SIAE inh	-3	-3	4	-6	-3	1	-27	2

[17] O=C(O)c1cnn(-c2nc(-c3ccc(F)cc3)cs2)c1C(F)(F)F
[18] CCN(CC(=O)Nc1cccc(C(C)=O)c1)S(=O)(=O)c1ccc(C)cc1
[19] O=C(COC(=O)c1ccccn1)NNC(=O)c1ccc(Br)cc1
[20] COC(=O)c1ccc2c(=O)n(CC3CCCO3)c(=S)[nH]c2c1 (stereo unspecified)
[21] CC(C)c1nnc(NC(=O)CS(=O)(=O)Cc2ccccc2)s1
[22] CCCN(CCC)Cc1c(C(=O)N/N=C/c2ccncc2)nnn1-c1nonc1N
[23] COC(=O)C(CCSC)NC(=O)c1cccc([N+](=O)[O-])c1 (stereo unspecified)
[24] CCNC(=S)N1CCN(CCNC2=CC(=O)CC(C)(C)C2)CC1
entry no.	17	18	19	20	21	22	23	24
PRMT1 inh	0	3	0	-4	-2	-2	0	-3
mABHD4 FP	-10	9	3	-6	-1	-2	-2	4
TDP2 absorb	-7	-6	13	0	10	-19	7	3
TCR-CD3 inh	1	-2	-2	-2	4	9	-2	3
HTRA1 inh	1	1	2	3	4	4	-6	2
LEDGF integ inh	2	-4	0	2	2	0	-1	1
rCAG binder	7	3	2	-4	0	-5	3	-6
MBD2 DNA inh	-4	-1	3	-2	0	3	-1	2
NPR2 activator	7	-5	0	1	0	-2	0	-7
SIAE inh	-3	-6	1	2	0	-1	-4	-7

[25] CCC1CCCCN1CCCNC(=O)C1CCC(=O)N1Cc1ccc(C)cc1 (stereo unspecified)
[26] Cc1cc(C(F)(F)F)nc(SCCN2CCCCC2)c1C#N
[27] CCC(C)(C(=O)NC1CCCC1)N(Cc1cccs1)C(=O)Cc1cccs1 (stereo unspecified)
[28] Cc1onc(-c2c(Cl)cccc2Cl)c1C(=O)NCCCN1CCOCC1
[29] O=S1(=O)CC(O)C(Nc2ccccc2Cl)C1 (stereo unspecified)
[30] COc1ccc(CC(C)NS(=O)(=O)c2ccc3c(c2)CCN3S(C)(=O)=O)cc1OC (stereo unspecified)
[31] Cc1ccc(NC(=O)CCN2CCN(C/C=C/c3ccccc3)CC2)cc1
[32] COc1ccc(-c2cn(CCO)c(CCN)n2)cc1
entry no.	25	26	27	28	29	30	31	32
PRMT1 inh	2	3	2	3	1	-5	-3	1
mABHD4 FP	0	-2	2	10	0	-4	0	-5
TDP2 absorb	-4	3	2	8	6	-13	-3	-1
TCR-CD3 inh	1	2	8	-9	14	-2	-3	-1
HTRA1 inh	-9	-8	2	2	4	-7	-3	4
LEDGF integ inh	-2	3	-1	0	0	1	0	1
rCAG binder	1	-6	-6	-4	1	0	0	7
MBD2 DNA inh	5	-1	-1	3	1	-1	3	4
NPR2 activator	8	3	-17	0	5	3	-16	7
SIAE inh	-3	0	-2	2	4	-7	3	-1

[33] COCCN(CC1CCCN(C2Cc3ccccc3C2)C1)C(=O)CSC (stereo unspecified)
[34] Cc1ccccc1NC(=O)CSc1nnc(-c2ccccn2)o1
[35] CC(=O)Nc1ccc(C2(O)COc3ccccc3O2)cc1 (stereo unspecified)
[36] O=C(CCOc1ccccc1)Nc1ccc(Cl)c(S(=O)(=O)N2CCOCC2)c1
[37] Cc1ccc(CNC(=O)COc2ccc(S(=O)(=O)NC(C)C)cc2)cc1
[38] Cc1ccc(-c2nc(NCc3ccco3)n(C(=O)c3ccco3)n2)cc1
[39] Cc1ccc(-c2nnc(SCC(=O)NNC(=O)COc3ccccc3C)n2C)cc1
[40] O=C(Cn1c(=O)[nH]c2ccccc2c1=O)N1CCN(Cc2ccc3c(c2)OCO3)CC1
entry no.	33	34	35	36	37	38	39	40
PRMT1 inh	8	-2	1	-1	-2	2	1	4
mABHD4 FP	2	4	-4	-6	4	8	-4	-5
TDP2 absorb	-4	2	1	-4	-2	6	-13	-16
TCR-CD3 inh	1	-6	1	-6	-3	3	2	6
HTRA1 inh	-1	6	-3	-5	-5	-4	3	-2
LEDGF integ inh	-2	1	2	3	-1	-2	0	0
rCAG binder	-3	-3	24	5	-6	3	-2	-4
MBD2 DNA inh	4	0	-2	1	-2	0	-6	6
NPR2 activator	3	2	-12	-4	3	0	0	0
SIAE inh	-3	0	0	2	-1	-3	3	9

# Results in sequence from the list.
# Nos. 34–40 in LEDGF integ inh, in turn: 1, 2, 3, -1, -2, 0, 0
# Nos. 34–40 in TCR-CD3 inh, in turn: -6, 1, -6, -3, 3, 2, 6

# (list continues)
[41] COc1cccc(NC(=O)NCCc2ccc(Cl)cc2)c1
[42] [O-][n+]1c2c(c3c4non(O)c4ccc31)CCCC2
[43] CN(C)c1cccc(C(=O)NCc2ccccc2)c1
[44] COc1cc(OC)cc(C(=O)N2CCC(n3c(C)nc4cc(F)ccc43)CC2)c1
[45] CC(C)N1CCC(C)(C(=O)Nc2cccc(Oc3ccccc3)c2)C1 (stereo unspecified)
[46] Cc1ccc(S(=O)(=O)N/N=C/c2cc(Br)c(C)o2)cc1
[47] CCCn1c(N)c(C(=O)CN(C)CC(=O)Nc2ccc(F)cc2)c(=O)[nH]c1=O
[48] O=C(Cc1cccs1)N(Cc1ccco1)C1(C(=O)NC2CCCCC2)CCCCC1
entry no.	41	42	43	44	45	46	47	48
PRMT1 inh	-1	1	-3	1	-1	19	0	-1
mABHD4 FP	-4	35*	2	-1	2	6	2	1
TDP2 absorb	-3	10	-6	1	5	3	1	14
TCR-CD3 inh	5	8	9	-10	-4	0	3	3
HTRA1 inh	-4	20	1	26	x	-5	2	-4
LEDGF integ inh	-1	0	0	3	-3	0	0	0
rCAG binder	-3	12	0	4	0	6	3	-4
MBD2 DNA inh	-3	-16	-3	-5	-1	4	0	-6
NPR2 activator	-8	2	1	0	-7	6	0	-19
SIAE inh	0	31*	-1	2	17	-2	0	-4

# Some of the entries so far, with each value named.
45	CC(C)N1CCC(C)(C(=O)Nc2cccc(Oc3ccccc3)c2)C1 (stereo unspecified)
  PRMT1 inh: -1; mABHD4 FP: 2; TDP2 absorb: 5; TCR-CD3 inh: -4; HTRA1 inh: x; LEDGF integ inh: -3; rCAG binder: 0; MBD2 DNA inh: -1; NPR2 activator: -7; SIAE inh: 17
46	Cc1ccc(S(=O)(=O)N/N=C/c2cc(Br)c(C)o2)cc1
  PRMT1 inh: 19; mABHD4 FP: 6; TDP2 absorb: 3; TCR-CD3 inh: 0; HTRA1 inh: -5; LEDGF integ inh: 0; rCAG binder: 6; MBD2 DNA inh: 4; NPR2 activator: 6; SIAE inh: -2

# One compound at a time, from the list above.
# CC(C)N1CCC(C)(C(=O)Nc2cccc(Oc3ccccc3)c2)C1 (stereo unspecified) as listed: PRMT1 inh = -1; mABHD4 FP = 2; TDP2 absorb = 5; TCR-CD3 inh = -4; HTRA1 inh = x; LEDGF integ inh = -3; rCAG binder = 0; MBD2 DNA inh = -1; NPR2 activator = -7; SIAE inh = 17
# Cc1ccc(S(=O)(=O)N/N=C/c2cc(Br)c(C)o2)cc1 as listed: PRMT1 inh = 19; mABHD4 FP = 6; TDP2 absorb = 3; TCR-CD3 inh = 0; HTRA1 inh = -5; LEDGF integ inh = 0; rCAG binder = 6; MBD2 DNA inh = 4; NPR2 activator = 6; SIAE inh = -2

# The results go on.
[49] COc1ccc2[nH]c(C(=O)N/N=C/c3ccc(O)cc3O)cc2c1
[50] C/C(=N\NC(=O)C1COc2ccccc2O1)c1ccc(C)o1 (stereo unspecified)
[51] CCOC(=O)[C@]12CCC=C1N(CCC1=CCCCC1)C(=O)[C@H](CC(=O)NCc1cccc(C(F)(F)F)c1)C2
[52] COc1ccc([N+](=O)[O-])cc1NC(=S)NC(NC(=O)Cc1ccc(OC)c(OC)c1)C(Cl)(Cl)Cl (stereo unspecified)
[53] CC(C)(C)n1ncc2c(=O)n(CC(=O)NCc3ccccc3Cl)cnc21
[54] CC(C)(C)OC(=O)N1CCC(NC(=O)c2nc[nH]c2C(=O)N2CCc3ccccc3C2)CC1
entry no.	49	50	51	52	53	54
PRMT1 inh	-2	-2	8	2	-1	-2
mABHD4 FP	18	2	-1	-4	0	1
TDP2 absorb	-5	1	5	-4	1	1
TCR-CD3 inh	7	1	-3	-8	10	8
HTRA1 inh	26	1	x	-21	-3	-4
LEDGF integ inh	-8	-1	-2	-1	2	-3
rCAG binder	16	2	0	23	-3	-8
MBD2 DNA inh	3	-7	1	-4	1	-6
NPR2 activator	-15	5	6	-5	3	-3
SIAE inh	25*	-2	0	-11	3	-4

# Screens (PubChem BioAssay)
